Compound activity as filed in PubChem.
Lipid storage S3: qHTS Assay for Lipid Storage Modulators in Drosophila S3 Cells | Drosophila S3 cells, BODIPY lipid droplet fluorescence, 18-24 h; cells fed with added oleic acid | lipid storage change, negative = inhibition, % at the top dose, mostly 46.1 µM; hits show Potency in µM | 320,000 tested, 0.64% active | AID 2685; active = well fitted inhibition curve with a large enough effect in the signal ratio, with a control signal flat, not every such curve was filed as active; inconclusive = small, poorly fitted or top-dose-only effect, or effect the other way, or a change in a side signal; the % refers to the signal ratio
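Laser-scanning cytometry quantifies lipid droplet accumulation (500–530 nm total intensity; droplet/cell object ratio) in oleic acid-fed (400 uM added) Drosophila S3 cells treated with a concentration series. 20 uM Triacsin C defined 100% inhibition.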
Lipid storage S3 cell count max: second read-out of Lipid storage S3, no call of its own (marks repeat the call); cell number change, %; measured here: cell count max response;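 cells counted by Cell Tracker Red CMTPX staining in the red channel; peak over a dose series mostly up to 46.1 µM; percent activity relative to internal control wells on each plate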
An asterisk follows results filed as active; i = inactive; u = inconclusive; x = no result given; [ ] = another dose, or the depositor's remark. % is set by controls: 0 for no effect and ±100 for the full control effect; potency is the fitted concentration of half-maximal effect.

Compound | Lipid storage S3 | Lipid storage S3 cell count max
O=C(c1cc(=O)c2ccccc2o1)N1CCCc2ccccc21 | u | x
O=C(NC(=S)Nc1cc(C(F)(F)F)ccc1N1CCOCC1)c1sc2ccccc2c1Cl | 10% | 1
COc1ccc(CCNC(=O)c2cnc3scc(C)n3c2=O)cc1OC | u | x
COc1ccc(CCNC(=O)c2ccccc2)cc1 | i | 21
CCCCNC(=O)C1CCN(C(=O)C2CCN(S(=O)(=O)c3ccc(C)cc3)CC2)CC1 | u | x
COCCCNc1nc2ccccc2nc1NS(=O)(=O)c1ccc(C)cc1 | u | x
Cc1c(C(=O)NC(=S)NCc2cccnc2)cccc1[N+](=O)[O-] | 30% | 18
Cc1ccc(S(=O)(=O)Nc2nc(C)c(C(=O)NNS(=O)(=O)c3cc(C)ccc3C)s2)cc1 | u | x
Cc1cc(C)n2nc(SCC(=O)N(CCC#N)c3ccc(F)cc3)nc2n1 | u | x
CCc1nnc(NC(=O)c2cc3ccccc3oc2=O)s1 | u | x
OCCc1c[nH]c2ccc(C(F)(F)F)cc12 | u | x
CCC(=O)N1CCN(c2ccccc2NC(=O)c2ccc([N+](=O)[O-])o2)CC1 | 10µM* | -1.3*
COc1ccccc1NC(=O)CCCn1c(=S)[nH]c2ccccc2c1=O | -6% | -17
Cc1ccc2c(C(=O)CN3CCCC3)c(C)[nH]c2c1 | u | x
CCCCN(C(=O)CSc1cc(C)c2ccc(OC)cc2n1)c1c(N)n(Cc2ccccc2)c(=O)[nH]c1=O | u | x
O=C(O)C1CCCCC1C(=O)NCCCCc1ccccc1 (stereo not drawn) | u | x
COc1ccccc1N(C(=O)c1ccco1)C(C(=O)NC1CCCC1)c1ccncc1 (stereo not drawn) | u | x
O=C(Nc1ccccc1)N1CCN(CCc2ccccc2)CC1 | 14% | 3
COC(=O)c1ccccc1Sc1c(/C=N/OCc2ccc(Cl)cc2)c(C(F)(F)F)nn1C | u | x
CCc1c(C)nc(N2CCOCC2)[nH]c1=O | u | x
Cc1ccc(NC(=O)CCC(=O)c2ccc(Cl)s2)nc1 | 11% | -5
O=C(N/N=C/c1cccnc1)c1cc(-c2ccccc2Cl)nc2ccccc12 | i | x
CCN(CC)C(=O)c1[nH]cnc1C(=O)NCC(=O)OC(C)(C)C | -12% | -13
Cc1cc(C)nc(SCSc2nc(C)cc(C)n2)n1 | u | x
CCCCCn1c(=O)c(-c2nc3ccccc3[nH]2)c(O)c2ccccc21 | -4% | -2

Ordered by SMILES length (rising): part of the list above
Compound | Lipid storage S3 | Lipid storage S3 cell count max
O=C(O)C1CCCCC1C(=O)NCCCCc1ccccc1 (stereo not drawn) | u | x
COc1ccc(CCNC(=O)c2cnc3scc(C)n3c2=O)cc1OC | u | x
COc1ccccc1NC(=O)CCCn1c(=S)[nH]c2ccccc2c1=O | -6% | -17
CCC(=O)N1CCN(c2ccccc2NC(=O)c2ccc([N+](=O)[O-])o2)CC1 | 10µM* | -1.3*
CCCCNC(=O)C1CCN(C(=O)C2CCN(S(=O)(=O)c3ccc(C)cc3)CC2)CC1 | u | x

Continued:
Compound | Lipid storage S3 | Lipid storage S3 cell count max
C[C@H](NC(=O)c1nc[nH]c1C(=O)N[C@H](C)c1ccccc1)C(=O)OCc1ccccc1 | 14% | -5
O=C(CSc1nnc(-c2ccc(Cl)cc2Cl)n1C1CCCCC1)NC1CCS(=O)(=O)C1 (stereo not drawn) | 2% | -6
OCCc1c[nH]c2cc(F)ccc12 | u | x
CCOc1ccc(NC(=O)CCC(=O)NNC(=O)c2ccco2)cc1 | 18% | x
Cc1c(C(=O)N2CCCC2)sc(NC(=O)c2cccs2)c1C#N | u | x
CC(NC(=S)Nc1ccc(Cl)cc1)C(c1ccccc1)N1CCOCC1 (stereo not drawn) | u | x
N=c1c(C(=O)NCc2ccco2)cc2c(=O)n3ccccc3nc2n1C1CCCC1 | 0.65µM* | 10*
CCc1ccc(NC(=O)N(CCN2CCOCC2)C2CCN(C(C)=O)CC2)cc1 | -3% | 1
COc1ccc(CNC(=O)CN(Cc2ccc(Cl)cc2)C(=O)c2csnn2)cc1 | u | x
Cc1cc(C)cc(NC(=O)CN2CCC(NC(=O)Cc3ccccc3)CC2)c1 | u | x
CN(C)C(/C=C/Nc1ccc(F)cc1F)=C(C#N)C#N | u | x
COCCOC(=O)C1=C(C)N=c2s/c(=C\c3cccs3)c(=O)n2C1c1cccs1 (stereo not drawn) | -8% | x
Cc1c(C(=O)N2CCN(c3ccccn3)CC2)sc2ncnc(N3CCOCC3)c12 | i | 9
CCOC(=O)c1ccc(NC(=S)Nc2ccccn2)cc1 | i | x
COc1ccc(N2CCN(C(C)C(=O)N3CC(C)OC(C)C3)CC2)cc1 (stereo not drawn) | u | x
Cc1ccc(CS(=O)(=O)c2nc3c(c(N(C)C)n2)CCCC3)cc1 | 1% | 3
CC(OC(=O)c1ccc([N+](=O)[O-])s1)C(=O)Nc1ncc(Cl)cc1Cl (stereo not drawn) | u | x
Brc1ccc(-c2nc(N/N=C/c3cccnc3)c3ccccc3n2)cc1 | u | x
COc1ccc(C2/C(=C(/O)c3ccc4c(c3)CC(C)O4)C(=O)C(=O)N2CCCn2ccnc2)cc1 (stereo not drawn) | u | x
CC(=O)Nc1ccc(NS(=O)(=O)c2ccc3c(c2)n(C)c(=O)n3C)cc1 | -4% | 30
CS(=O)(=O)c1ccc(C(=O)OCC(=O)NNC(=O)COc2ccc(Cl)cc2)cc1 | -7% | -8
Cc1ccc(C(=O)Nc2nc(-c3ccc([N+](=O)[O-])cc3)cs2)o1 | u | x
Cc1cccc2[nH]c3c(N4CC=C(c5ccc(F)cc5)CC4)ncnc3c12 | u | x
O=C(Cn1c(CC(=O)N2CCCC2)nc2ccccc21)NCc1ccccc1 | i | -1
COc1ccc(OC)c(NC(=O)CNC(=O)Cn2cnc3sc(C)cc3c2=O)c1 | u | x

The list goes on:
Order of values: Lipid storage S3	Lipid storage S3 cell count max
COC(=O)c1cn(CC(=O)N2CCCCC2C)c2ccccc12 (stereo not drawn)
  0%	3
Cc1nn(-c2ccccc2)c(Cl)c1/C=N/Nc1ccc(S(=O)(=O)Nc2ccccc2C(=O)O)cc1[N+](=O)[O-]
  20%	-3
CC(=O)NC12CC3CC(C1)CC(C(=O)N(C)CC(=O)Nc1ccccc1Cl)(C3)C2
  25%	22
CCOc1ccc(C2/C(=C(/O)c3ccc(Cl)cc3)C(=O)C(=O)N2CCCN(C)C)cc1OC (stereo not drawn)
  u	x
COc1ccc(C(=O)C2CCCN(Cc3cccn3-c3nccs3)C2)cc1OC (stereo not drawn)
  u	x
COc1ccc(/C=C2/SC(=S)N(n3c(C)ccc3C)C2=O)cc1
  u	x
Cc1ccc(C)c(NC(=O)CSc2nccn2Cc2ccco2)c1
  u	x
Cc1cc(C(=O)Nc2ccc(F)cc2F)on1
  u	x
CC(C)N(Cc1ccccc1)C(=O)CN1C(=O)COc2ccc(S(=O)(=O)NC3CCCC3)cc21
  u	x
COc1ccc(C(=O)N2CCN(Cc3ccccn3)CC2)cc1
  i	16
O=C(NNC(=O)c1cccnc1)Nc1cccc2ccccc12
  u	x
COc1ccc(C(=O)Nc2ccccc2C(=O)Nc2ccccc2C(=O)O)cc1
  u	x
Cn1c(=O)c2c(nc(CN3CCCCC3)n2CCc2ccccc2)n(C)c1=O
  u	x
CCOC(=O)C1=c2s/c(=C\c3cccnc3)c(=O)n2C(N)=C(C(=O)OC)C1c1cccnc1 (stereo not drawn)
  u	x
CC(C)C[C@@H](CN=[N+]=[N-])N1CCN(CC(C)C)CCC1=O
  i	22

(next part)
Order of values: Lipid storage S3	Lipid storage S3 cell count max
Cc1nnc(SCC(=O)NCc2ccccc2)n1-c1ccccc1
  i	x
Cc1ccc(NC(=S)N(CCN(C)C)C(C)c2cccnc2)c(C)c1 (stereo not drawn)
  2%	2
COc1cc(OC)c(C2=NOC(C(=O)N3CCN(C(=O)c4ccco4)CC3)C2)cc1Cl (stereo not drawn)
  u	x
CC(=O)NC(Cc1ccc(F)cc1)C(=O)NC1CCN(c2nnnn2-c2ccccc2)CC1 (stereo not drawn)
  i	x
COC(=O)c1c(NC(=O)CN2CCN(S(=O)(=O)c3ccccc3[N+](=O)[O-])CC2)sc2c1CCC(C)C2 (stereo not drawn)
  u	x
Cc1ccc(N(C(=O)Cc2c[nH]c3ccccc23)C(C(=O)NC2CCCCC2)c2ccco2)cc1 (stereo not drawn)
  u	x
CCOc1ccc(C2C(C(=O)O)c3ccccc3C(=O)N2CCN2CCOCC2)cc1 (stereo not drawn)
  u	x
O=C(NCCc1ccccc1)c1ccc(Cl)c([N+](=O)[O-])c1
  -2%	-2
CCN(c1cccc(C)c1)S(=O)(=O)c1nnc(NC(=O)c2ccco2)s1
  i	-8
CCN(CC)c1ccc(NC(=O)c2cncc(Br)c2)cc1
  u	x
O=C(CNC(=O)c1ccccc1)NCCO
  u	x
Cc1ccc(S(=O)(=O)N(C)C)cc1-n1c(SCC(=O)Nc2ccc(F)cc2Cl)nc2ccccc2c1=O
  u	x
CC(=Nc1ccccc1)C1=C(O)COC1=O
  u	x
COc1ccccc1N(C)S(=O)(=O)c1ccc(C(=O)Nc2nccs2)cc1
  u	x
O=C(CC(c1ccccc1)c1ccccc1)Nc1ccc(O)cc1
  u	x

Additional compounds follow.
Order of values: Lipid storage S3	Lipid storage S3 cell count max
O=C(N/N=C/c1ccc(-c2ccc(Br)cc2)o1)c1ccc2c(c1)OCO2
  u	x
Cc1cc2c(cc1C)CSC(c1ccc(O)cc1)SC2
  -7%	-7
Nc1cc(Cl)ccc1Nc1ccncc1
  0%	10
Cc1ccn2cc(-c3cnoc3C)nc2c1
  i	x
O=C(CC1NCCNC1=O)Nc1cc(Cl)cc(Cl)c1 (stereo not drawn)
  -5%	-6
CCOC(=O)CCCC(=O)N1CCOCCOCCOCC1
  14%	18
CC(NS(C)(=O)=O)C(c1cccs1)N1CCN(C)CC1 (stereo not drawn)
  u	x
O=C(c1ccco1)N1CCC(c2nc3ccccc3[nH]2)CC1
  18%	1
Cc1ccc(CN2CCN(Cc3cccc(C)n3)CC2CCO)cc1 (stereo not drawn)
  10%	-10
COc1ccc(Cc2n[nH]c(=O)c3ccccc23)cc1OC
  0%	-4
O=C(Nc1cc(S(=O)(=O)N2CCCCC2)ccc1O)c1ccccc1NS(=O)(=O)c1ccc(F)cc1
  -5%	x
CN(C(=O)C1CCN(c2ncnc3c2nc2n3CCCCC2)CC1)C1CCCCC1
  u	x
CCCc1cc(=O)[nH]c(SCc2ccccc2)n1
  -3%	0
CCN(CC)C(=O)CSc1nc2cc3c(cc2c(=O)n1CCCC(=O)NCc1ccc(OC)cc1)OCO3
  -20%	x
O=C(Nc1ccc(CN2CCOCC2)cc1)c1ccc(-c2ccc(Br)cc2)o1
  u	x

The list continues.
Order of values: Lipid storage S3	Lipid storage S3 cell count max
O=C(Nc1c(-c2cccs2)nc2ccccn12)c1ccc2ccccc2c1
  u	x
COc1ccc(C2(c3ccc(OC)cc3)NC(=O)N(CC(=O)Nc3cc(C)ccc3OC)C2=O)cc1
  i[0.369 µM]	-9
O=C(COC(=O)c1nc(Cl)ccc1Cl)NC1CCCCC1
  u	x
CNCc1ccccc1Sc1cccc2ccccc12
  3%	1
COc1ccccc1NC(=O)C(=O)NCc1ccncc1
  u	x
Cc1nc(N2CCOCC2)[nH]c(=O)c1C
  7%	19
Cc1ccc2nc(NC(=O)CN3C(=O)NC4(CCCC4)C3=O)sc2c1
  u	x
CCOc1ccc(/C=C2\SC(=S)N(CCCC(=O)NCCCN3CCOCC3)C2=O)cc1
  u	x
CCOC(=O)c1c(C)oc2c1cc(O)c1ccccc12
  -6%	7
O=C(N/N=C\c1cccnc1)C1c2ccccc2Oc2ccccc21
  1%	-1
Cc1ccc2nc(Nc3nc(-c4ccccc4)cc(=O)[nH]3)nc(C)c2c1
  u	x
O=C1C=C(c2cc3ccccc3s2)C[C@@H](c2ccc3c(c2)OCO3)C1
  u	x
CN(CC(=O)Nc1ccc(Cl)c(C(F)(F)F)c1)C(=O)c1ccc2c(c1)NC(=O)CS2
  u	x
CC(C)N1CCN(Cc2nc3ccccc3s2)CC1CCO (stereo not drawn)
  -5%	15
CN(C)CCNC(=O)C1CC(=O)N(c2ccc(F)c(Cl)c2)C1 (stereo not drawn)
  3%	2

The last five records of the section above are carried over, then new ones follow.
Order of values: Lipid storage S3	Lipid storage S3 cell count max
Cc1ccc2nc(Nc3nc(-c4ccccc4)cc(=O)[nH]3)nc(C)c2c1
  u	x
O=C1C=C(c2cc3ccccc3s2)C[C@@H](c2ccc3c(c2)OCO3)C1
  u	x
CN(CC(=O)Nc1ccc(Cl)c(C(F)(F)F)c1)C(=O)c1ccc2c(c1)NC(=O)CS2
  u	x
CC(C)N1CCN(Cc2nc3ccccc3s2)CC1CCO (stereo not drawn)
  -5%	15
CN(C)CCNC(=O)C1CC(=O)N(c2ccc(F)c(Cl)c2)C1 (stereo not drawn)
  3%	2
O=C(O)CC(NCc1ccco1)C(=O)Nc1cccc(O)c1 (stereo not drawn)
  19%	0
COc1cc(C2Nc3ccccc3C(=O)N2NS(C)(=O)=O)ccc1O (stereo not drawn)
  u	x
O=C(OCCCc1ccncc1)c1ccc(S(=O)(=O)N2CCOCC2)cc1
  -4%	6
O=C(CSC(=S)N1CCOCC1)Nc1nc(=O)c2ccccc2s1
  14%	-17
O=C(OCc1cc([N+](=O)[O-])cc2c1OCOC2)c1cccnc1SC(F)F
  u	x
COc1ccccc1C(=O)NC(=O)COC(=O)c1ccc(C)o1
  8%	1
CC(C)CCNC(=O)Cc1ccccc1[N+](=O)[O-]
  6%	-3
CCCC(NCC(O)COc1ccc(-c2ccccc2)cc1)c1ccccc1 (stereo not drawn)
  u	x

A portion of the library, so the mix of outcomes need not match the whole.
